# PGK inhibitor: inhibitors of T. brucei phosphoglycerate kinase; P07378; PGK/GAPDH coupled, Kinase-Glo luminescence, 60 min; Potency, µM (highest dose often 57.5 µM), for the others: at the top dose activity change, negative = inhibition, most hits filed as inhibitors; actives 0.043% (n = 380,000); note: % is set by controls: 0 for no effect and ±100 for the full control effect; nearly all actives have a fitted effect of over 60% in size
# Target sequence (P07378 whole entry, looked up): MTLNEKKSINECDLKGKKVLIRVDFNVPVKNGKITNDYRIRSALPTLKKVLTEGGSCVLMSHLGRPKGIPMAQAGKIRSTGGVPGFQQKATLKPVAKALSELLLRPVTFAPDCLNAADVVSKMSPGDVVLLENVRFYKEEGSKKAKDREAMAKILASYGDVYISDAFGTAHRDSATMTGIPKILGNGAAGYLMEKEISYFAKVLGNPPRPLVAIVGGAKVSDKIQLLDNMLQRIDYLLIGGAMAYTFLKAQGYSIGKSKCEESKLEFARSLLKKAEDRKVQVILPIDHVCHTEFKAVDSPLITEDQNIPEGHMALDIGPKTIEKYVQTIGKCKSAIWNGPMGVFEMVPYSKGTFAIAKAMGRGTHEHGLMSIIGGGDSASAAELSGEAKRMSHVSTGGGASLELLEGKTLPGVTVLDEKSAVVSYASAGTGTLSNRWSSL
#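 Luminescent ATP detection (Kinase-Glo Plus) follows a 60-minute room-temperature incubation, with wells lacking PGK as controls. Buffer: 100 mM TEA (pH 7.6), 5 mM MgCl2, 0.01% Tween-20. Coupling enzyme GAPDH (100 nM final) supplies unstable 1,3-BPG in-well.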
# ERG-DNA inh: inhibitors of human ERG Ets domain-DNA interaction; Potency, µM (top dose mostly 76.9 µM), for inactives: top-dose FP activity, negative = inhibition, most hits filed as inhibitors; AID 624246; fluorescence polarization, His-ERG Ets domain / labelled DNA; actives 0.028% (n = 370,000); P11308; active = well fitted inhibition curve with a large enough effect in the polarisation, with a control signal flat; inconclusive = small, poorly fitted or top-dose-only effect, or effect the other way, or a change in a side signal; inactive = no such curve, though single readings can be large or run the other way; the % refers to the polarisation;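 note: polarization taken with two DNA probes labelled with fluorescein and Texas red; % of control where 0% means no effect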
#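 His-tagged ERG Ets domain (1 uM in the protein solution; 300mM KCl, 50mM Tris-HCl, 1mM EDTA, 1mM DTT, pH 7.5) received compound, then a probe mix of 5 nM fluorescein-DNA and 100nM Texas-615-DNA. Fluorescence polarization was read for both dyes.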
# JMJD2A Tudor inh: JMJD2A Tudor domain (human) inhibition. actives 4.4% (n = 390,000). Potency, µM (top dose mostly 114 µM), without a hit: top-dose activity change, negative = inhibition, usual class: inhibitors. O75164. AlphaScreen JMJD2A-Tudor / H3K4me3 peptide binding; note: % is set by controls: 0 for no effect and ±100 for the full control effect; nearly all actives have a fitted effect of over 50% in size
# Pin1 inhibitor: blocks the human prolyl isomerase Pin1; Q13526; Pin1 FP peptide displacement, HiFluor488, 10 min; Potency, µM (top dose mostly 115 µM), for the others: top-dose activity, negative = inhibition, hits mostly inhibitors; actives 0.009% (n = 390,000); active = well fitted inhibition curve with a large enough effect in the polarisation, with a control signal flat, not every such curve was filed as active; inconclusive = small, poorly fitted or top-dose-only effect, or effect the other way, or a change in a side signal; inactive = no such curve, though single readings can be large or run the other way; the % refers to the polarisation; note: % is set by controls: 0 for no effect and ±100 for the full control effect
# Target sequence (Q13526 whole entry, looked up): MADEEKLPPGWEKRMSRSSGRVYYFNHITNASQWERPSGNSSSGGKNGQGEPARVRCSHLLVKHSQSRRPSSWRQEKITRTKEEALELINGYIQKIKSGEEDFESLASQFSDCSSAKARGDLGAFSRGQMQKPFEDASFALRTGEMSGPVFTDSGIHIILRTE
# RGS4 inh: human RGS4 inhibition; P49798; Transcreener GDP fluorescence polarization, RGS4-accelerated GTP hydrolysis; Potency, µM (highest dose often 114 µM), for inactives: at the highest dose activity change, negative = inhibition, most hits filed as inhibitors; actives 0.039% (n = 390,000); note: % is set by controls: 0 for no effect and ±100 for the full control effect; nearly all actives have a fitted effect of over 75% in size; some results filed as inactive show a strong effect at the top dose
# Target sequence (P49798 whole entry, looked up): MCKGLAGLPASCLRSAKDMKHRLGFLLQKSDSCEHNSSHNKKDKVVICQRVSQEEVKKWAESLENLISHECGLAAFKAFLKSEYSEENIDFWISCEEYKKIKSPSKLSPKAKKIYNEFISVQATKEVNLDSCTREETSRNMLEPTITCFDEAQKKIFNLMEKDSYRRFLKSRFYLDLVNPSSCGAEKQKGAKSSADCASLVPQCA
#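 MLSMR compounds (23 nl, pin-transferred) preincubated 10 min at room temperature with a 500nM (2x) first reagent, then RGS4 at 900nM (2x) plus Transcreener GDP mix added; fluorescence polarization (620/688 nm) read before and after 90 min at 30 °C.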
# HP1b chromo inh: inhibitors of HP1-beta chromodomain binding to methylated histone tails. P83916. AlphaScreen HP1-beta / biotin-H3K9me3 peptide binding. Potency, µM (titrated, usually from 114 µM), inactives show at the highest dose activity change, negative = inhibition, most hits filed as inhibitors. actives 0.56% (n = 390,000); note: nearly all actives have a fitted effect of over 70% in size; inactives centre near 23
# Target sequence (P83916 whole entry, looked up): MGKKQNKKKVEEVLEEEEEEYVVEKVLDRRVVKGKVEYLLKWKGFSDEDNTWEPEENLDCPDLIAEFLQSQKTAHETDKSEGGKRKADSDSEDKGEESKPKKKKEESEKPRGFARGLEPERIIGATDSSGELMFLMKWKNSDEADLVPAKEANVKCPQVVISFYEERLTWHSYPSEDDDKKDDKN
#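 HP1-beta protein (50 nM final) preincubated 30 min at room temperature with biotinylated H3(1-18)K9me3 peptide (50 nM) in PBS pH 7.4, 0.01% Tween-20, then compound added for 30 min. AlphaScreen streptavidin donor/nickel chelate acceptor beads (10 ug/mL final), 30 min dark, luminescence read.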
# TrxR1 inh: rat TrxR1 inhibition. actives 1% (n = 390,000). recombinant rTrxR1, NADPH fluorescence consumption, selenite substrate. O89049. AID 588453. Potency, µM (top dose mostly 114 µM), inactives show at the highest dose activity change, negative = inhibition, hits mostly inhibitors; note: % is set by controls: 0 for no effect and ±100 for the full control effect; nearly all actives have a fitted effect of over 65% in size
#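 Rat TrxR1 (90 nM in the dispensed reagent) was pre-reduced with 400 uM NADPH for 5 min at room temperature, then incubated with compound for 15 min. After 400 uM selenite was added, NADPH fluorescence (Ex 340/Em 450 nm) was followed for 8 min.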
# GLS inh: glutaminase GLS (human) inhibition; O94925; GLS enzymatic activity, qHTS titration; Potency, µM (highest dose often 45.5 µM), for the others: at the highest dose activity change, negative = inhibition, usual class: inhibitors; actives 0.21% (n = 410,000); note: % is set by controls: 0 for no effect and ±100 for the full control effect
#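 hKGA in 45 mM KH2PO4 (pH 8.2), 0.02% Tween-20 with compound, then 1mM L-Glutamine (stock as added) plus glutamate oxidase/HRP/Amplex red coupling mix. Fluorescence read initially and after 30 min at RT; signal change reflects glutamate formation.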
# 12-LOX inh: ALOX12 (human) lipoxygenase inhibition; P18054; purified 12hLO, xylenol orange hydroperoxide absorbance; Potency, µM (titrated, usually from 108 µM), for the others: at the highest dose activity change, negative = inhibition, most hits filed as inhibitors; actives 1.1% (n = 580,000); AID 1671190; note: % is set by controls: 0 for no effect and ±100 for the full control effect
#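 Hydroperoxide product was detected by ferrous iron/xylenol orange as the 573 to 405 nm absorbance ratio. Arachidonic acid at 40 uM (final) was turned over for 30 min at room temperature by 150 nM human 12hLO, pH 7.0 Hepes buffer, after 15 min compound preincubation.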
# * hit, by the source's call; i = inactive; ? = inconclusive; nt = no result given; [ ] = another dose, or the depositor's remark. Unless noted, calls come from the whole dose curve; as a rule, active = well fitted curve in the direction sought with a large enough effect; inconclusive = small, poorly fitted or top-dose-only effect, or another doubt; inactive = no such curve, though single readings can be large; an effect the other way counts as inactive or inconclusive. Potency is the fitted concentration of half-maximal effect. A portion of the library; rates above refer to the full screens.
1. Cc1ccc(CCNC(=O)c2ccc(CNS(=O)(=O)c3ccc(C)cc3)cc2)cc1
2. O=C(Nc1ccc(-c2nc3ccccc3o2)cc1)c1cc(-n2cnnc2)ccc1Cl
3. CC(=O)OCC(NC(=O)C(C)NC(=O)OC(C)(C)C)C1OC(n2cc(C)c(=O)[nH]c2=O)C(OC(C)=O)C1OC(C)=O (stereo unspecified)
4. O=C(c1cccc(S(=O)(=O)N2CCCC2)c1)N1CCN(Cc2ccccc2)CC1
5. CCN1CCN(c2ccc(S(=O)(=O)N3CCCCC3)cc2NC(=O)c2ccc(F)cc2)CC1
6. Cc1ccc(CC(=O)Nc2ccc(S(=O)(=O)N3CCOCC3)cc2)cc1
7. Cc1ccc(CN(c2ccc(C(=O)Nc3cccnc3)cc2)S(C)(=O)=O)cc1
8. O=C(COc1ccccc1)N1CCN=C1SCc1cccc(F)c1
9. CC(C)Oc1cccc(C(=O)N2CCCC2)c1
10. O=C(C1CC(c2cccc(Br)c2)=NO1)N1CCc2ccccc2C1 (stereo unspecified)

Compound,1,2,3,4,5,6,7,8,9,10
PGK inhibitor,i,-11%,nt,9%,0%,7%,-5%,-1%,7%,0%
ERG-DNA inh,0%,4%,nt,3%,0%,-1%,-1%,11%,4%,-12%
JMJD2A Tudor inh,-9%,-26%,-1%,-16%,?,-6%,-28%,12%,-4%,-7%
Pin1 inhibitor,-3%,15%,?,6%,?,4%,-2%,-3%,-1%,5%
RGS4 inh,17%,-39%,7%,-11%,-14%,30%,-4%,-10%,-2%,7%
HP1b chromo inh,12%,5%,11%,47%[activator],19%,-3%,-4%,81%[activator],42%[activator],49%
TrxR1 inh,30%[57.1 µM],-10%,10%,3%,7%[11.4 µM],-4%,15%,9%,15%,7%
GLS inh,0%,-16%,nt,8%,-2%,1%,0%,-8%,-5%,5%
12-LOX inh,-1%,0%,nt,159%[activator],?,-8%,15%,7%,-7%,-34%

11. Cc1cc(N/N=C/c2ccc([N+](=O)[O-])o2)nc2ccccc12
12. CC(=O)NC(Cc1cccc(F)c1)C(=O)NC1CCN(c2ncccc2[N+](=O)[O-])CC1 (stereo unspecified)
13. Cc1cc(C)n2c(Nc3ccc(C(C)C)cc3)c(-c3ccsc3)nc2n1
14. COc1ccc(C2Nc3ccccc3C(=O)N2NS(C)(=O)=O)cc1OC (stereo unspecified)
15. CCn1c(=O)cc(OCC(=O)Nc2cccc(C)n2)c2ccccc21
16. CCCOc1ccc(OCCn2nc(C(=O)O)c3ccccc3c2=O)cc1
17. Cc1ccc(N2C(=O)CCC2(C#N)c2ccccc2)cc1 (stereo unspecified)
18. Cc1cccc(-c2noc(-c3ccccc3NC(=O)C3CC(=O)N(c4ccccc4C)C3)n2)c1 (stereo unspecified)
19. Cc1cccn2c(=O)c(/C=C(\C#N)C(N)=O)c(N3CCN(Cc4ccc5c(c4)OCO5)CC3)nc12
20. CCN(CC)C(=O)CSc1ncnc2c1cnn2Cc1ccccc1

Compound,11,12,13,14,15,16,17,18,19,20
PGK inhibitor,-4%,-6%,-5%,11%,-5%,12%,7%,i,-6%,-6%
ERG-DNA inh,64%[activator],-3%,10%,-4%,-9%,-5%,-5%,1%,-4%,-4%
JMJD2A Tudor inh,-29%,-11%,?,3%,-8%,-11%,-10%,-13%,?,11%
Pin1 inhibitor,?,-2%,?,-2%,?,0%,1%,13%,33%[activator],-2%
RGS4 inh,-27%,26%,13%,0%,-23%,5%,19%,16%,16%,-1%
HP1b chromo inh,-11%,16%,14%,39%,45%[activator],10%,38%[activator],2%,-30%,18%
TrxR1 inh,9%[57.1 µM],27%,-15%,2%,5%,13%[57.1 µM],4%,27%,15%,9%[57.1 µM]
GLS inh,-16%,0%,21%,18%,-13%,0%,12%,-11%,8%,-2%
12-LOX inh,-15%,-1%,?,-7%,-3%,10%,?,-4%,-14%,6%

21. COc1cc(/C=N/NC(=O)c2ccc(CSc3nc4ccccc4[nH]3)cc2)cc(OC)c1OC
22. Cc1ccc(COCC(CC(C)C)N2CCN(C(=O)c3cccc(C(F)(F)F)c3)CCC2=O)cc1 (stereo unspecified)
23. Cc1cccc(NC(=O)C2CCCN2C(=O)Oc2ccccc2)c1 (stereo unspecified)
24. Cc1cc(C)c(NC(=O)CCc2c(C)noc2C)c(C)c1
25. Cc1c(/C=N/n2cnnc2)c2ccccc2n1CCOc1ccccc1
26. COc1cccc(C(=O)O/N=C(\N)CS(=O)(=O)c2ccccc2)c1
27. O=C(NCc1cccc(C(F)(F)F)c1)c1cccc2c1C(=O)c1ccc(N3CCC(Cc4ccccc4)CC3)cc1S2(=O)=O
28. Cc1ccc(-n2c3nc(=O)[nH]c(=O)c-3cc3c(C)nn(-c4ccccc4)c32)cc1Cl
29. O=C(CSc1n[nH]c(=O)n1Cc1ccco1)Nc1ccccc1Cl
30. CCOP(=O)(OCC)C(NC(=O)Nc1cccc(Cl)c1)C(N)=O (stereo unspecified)

Compound,21,22,23,24,25,26,27,28,29,30
PGK inhibitor,-5%,-7%,nt,-1%,3%,-1%,-11%,-10%,7%,nt
ERG-DNA inh,2%,2%,nt,2%[15.4 µM],-2%,4%,-20%,-7%,8%,-7%
JMJD2A Tudor inh,-17%,-25%,-12%,-8%,-25%,17%,11%,3%,-15%,1%
Pin1 inhibitor,5%,-10%,-12%,-4%,3%,-8%,?,-8%,-8%,0%
RGS4 inh,-32%,11%,42%,-9%,-7%,11%,-20%,-17%,14%,10%
HP1b chromo inh,25%,36%,25%,26%,22%,34%,57%[activator],51%[activator],2%,44%[activator]
TrxR1 inh,-7%,-6%,-16%,6%,-21%,14%,0%[57.1 µM],?,4%[57.1 µM],31%
GLS inh,0%,-4%,5%,-10%,-4%,1%,-7%,8%,-2%,-1%
12-LOX inh,13%,4%,22%,194%[activator],?,i,nt,0%,246%[activator],-6%

31. O=C(Nc1ccc(F)cc1F)c1ccc2nc(N3CCOCC3)sc2c1
32. CS(=O)(=O)N(CC(=O)NCCSCc1cccc(Cl)c1)c1ccc(F)cc1
33. CC(=O)NCCC(=O)N1CCCC(N2CCN(c3cccc(Cl)c3)CC2)C1 (stereo unspecified)
34. CC1CCC(C(C)C)C(OC(=O)C2=C3c4ccccc4S(=O)(=O)N3CC2)C1 (stereo unspecified)
35. COc1cccc(C(=O)OCC(=O)c2c[nH]c3ccccc23)c1O
36. O=C(O)c1c(-c2ccccc2)oc2ccc(OCc3c(F)cccc3Cl)cc12
37. Cc1csc2c(=O)sc(NC(=O)c3ccc(F)cc3)nc12
38. CC(=O)c1ccc(NS(=O)(=O)c2ccc3[nH]c4c(c3c2)CCCC4)cc1
39. O=c1cc(CN2CCN(S(=O)(=O)c3ccc4c(c3)OCCO4)CC2)c2ccc(O)cc2o1
40. CC(=O)Nc1ccc(S(=O)(=O)N=S(C)(C)=O)cc1

Compound,31,32,33,34,35,36,37,38,39,40
PGK inhibitor,-1%,-3%,i,9%,i,-6%,-5%,-2%,-7%,-1%
ERG-DNA inh,-2%,-7%,1%,0%,6%,7%,-8%,0%,4%,5%
JMJD2A Tudor inh,-18%,-9%[57.1 µM],2%,28%,-12%,?,-5%,?,-21%,-4%
Pin1 inhibitor,24%,-3%,-1%,5%,6%,-16%,10%,1%,?,2%
RGS4 inh,-14%,?,4%,-26%,-2%,-8%,0%,-19%,12%,30%
HP1b chromo inh,38%[activator],-8%,43%[activator],54%,29%,8%,29%,-12%,9%,5%
TrxR1 inh,18%,12%[57.1 µM],24%,-11%,9%,45%,9%[57.1 µM],0%,?,3%
GLS inh,-6%,-11%,7%,-6%,8%,6%,0%,2%,-9%,1%
12-LOX inh,28%,?,-4%,?,-2%,?,380%[activator],?,?,-4%

41. COc1ccc(C)cc1S(=O)(=O)N(CC(N)=O)Cc1ccccc1
42. CCOc1ccc(CCNC(=O)c2ccc3c(Cl)c4c(nc3c2)CCCC4)cc1
43. O=C(CCCC(=O)c1ccccc1)NCCc1ccccc1
44. Cc1ccc2nc(-c3ccccc3)cc(C(=O)NCC(c3ccco3)N(C)C)c2c1 (stereo unspecified)

Compound,41,42,43,44
PGK inhibitor,-4%,6%,7%,-8%
ERG-DNA inh,-3%,8%,7%,10%
JMJD2A Tudor inh,-6%,-11%,-4%,?
Pin1 inhibitor,-9%,37%[activator],4%,-5%
RGS4 inh,46%,5%,31%,20%
HP1b chromo inh,7%,16%,42%[activator],-16%
TrxR1 inh,8%[57.1 µM],25%,0%,-15%
GLS inh,1%,0%,7%,2%
12-LOX inh,-18%,-22%,326%[activator],?

# Excerpt, entries 40 to 41
40. CC(=O)Nc1ccc(S(=O)(=O)N=S(C)(C)=O)cc1
41. COc1ccc(C)cc1S(=O)(=O)N(CC(N)=O)Cc1ccccc1

Compound,40,41
PGK inhibitor,-1%,-4%
ERG-DNA inh,5%,-3%
JMJD2A Tudor inh,-4%,-6%
Pin1 inhibitor,2%,-9%
RGS4 inh,30%,46%
HP1b chromo inh,5%,7%
TrxR1 inh,3%,8%[57.1 µM]
GLS inh,1%,1%
12-LOX inh,-4%,-18%

# Compound activity from PubChem BioAssay.
